PRMT1 inh – inhibitors of human PRMT1; Q99873; recombinant PRMT1, activity-based probe fluorescence polarization; inhibition, % at 2.79 µM; hit rate 1.3% among 370,000; AID 652257;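 active means inhibition above about 21% made by adding two undisclosed values, limit read from the data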
NPR1 activator – GC-A (human) enzyme activation. HEK293 GC-A cells, cGMP TR-FRET, EC30 ANP; 0% at EC30 ANP, 100% saturating ANP. activation, % at 10 µM. AID 1671463. hit rate 0.14% among 370,000; in the data active means activation above about 40%
HTRA1 inhibitor – blocks human HTRA1 serine peptidase. recombinant HTRA1, FP-rhodamine activity-based probe, fluorescence polarization. inhibition, % at 5.96 µM. hit rate 0.5% among 340,000. AID 504803; in the data active means inhibition above about 36%;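 further: 0% = enzyme with DMSO and 100% = wells lacking enzyme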
MBD2 inh – blocks human MBD2 binding to methylated DNA; Q9UBB5; inhibition, % at 4.4 µM; hit rate 0.31% among 370,000; TR-FRET, MBD2 binding to methylated oligonucleotide; in the data active means inhibition above about 13%
SIAE inh – human SIAE inhibition, primary screen; Q9HAT2; SIAE FP-Rh probe binding, fluorescence polarization; inhibition, % at 9.66 µM; hit rate 0.69% among 370,000; AID 1053197;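 active means inhibition above a cutoff: mean of compounds within the control limits plus 3 SD of those, cut at about 17% in these data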;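 further: 0% = plate median of compound wells and 100% = probe without SIAE protein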
UHRF1 binding – UHRF1 methyl-DNA binding inhibition; Q96T88; UHRF1 binding to methylated oligo, TR-FRET; inhibition, % at 4.4 µM; hit rate 0.75% among 370,000; in the data active means inhibition above about 21%;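 further: UHRF1 SRA domain binding a hemimethylated CpG hairpin DNA probe; 0% = median of test compound wells and 100% = reference inhibitor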
ABHD4 inh – inhibitors of mouse ABHD4. purified mABHD4, FP-Rh probe fluorescence polarization. hit rate 0.54% among 370,000. AID 720543. inhibition, % at 8.92 µM;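 active means inhibition exceeding the mean over every tested compound plus 3 SD, cut at about 30% in these data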;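 further: 0% = plate median of compound wells and 100% = S159A mutant with DMSO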
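Test system: mABHD4 protein; Read-out basis: % inhibition; Incubation: 45 min + 60 min at 25 °C; Repeats: single replicate; Technique: fluorescence polarization with parallel and perpendicular emission, 525/598 nm; Compound: 8.92 µM, single dose; Benchmarks: full inhibition S159A mutant plus DMSO, zero as sample-well median.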
TCR-CD3 inh – blocks the human TCR-CD3 interaction; AID 651800; inhibition, % at 9.4 µM; hit rate 0.37% among 360,000; TAMRA-labeled TCR probe fluorescence, biochemical; in the data active means inhibition above about 19%;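 further: recombinant mutant TCR 2C K166C tagged with TAMRA read by polarization; 0% = receptor in buffer alone and 100% = receptor with positive control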
rCAG RNA binder – binds r(CAG) RNA repeats | r(CAG) RNA repeat, TO-PRO-1 dye displacement fluorescence | inhibition, % at 3 µM | hit rate 1.3% among 370,000;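 active means inhibition above the plate cutoff, the mean of all test compounds on that plate plus 3 SD, cut at about 35% in these data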;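 further: 0% = DMSO alone and 100% = 100 µM mitoxantrone as full dye displacement; higher means more dye released from RNA so lower well fluorescence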
NPR2 activator – GC-B (human) receptor activation; P20594; hit rate 0.11% among 370,000; activation, % at 10 µM; HEK293-GC-B cells, CNP EC30, cGMP TR-FRET; 0% at EC30 CNP, 100% saturating CNP; AID 1920062;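 active means activation at 10 µM reaching about 35% in either raw or pattern-adjusted values, limit read from the data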
Target sequence (P20594 whole entry, looked up): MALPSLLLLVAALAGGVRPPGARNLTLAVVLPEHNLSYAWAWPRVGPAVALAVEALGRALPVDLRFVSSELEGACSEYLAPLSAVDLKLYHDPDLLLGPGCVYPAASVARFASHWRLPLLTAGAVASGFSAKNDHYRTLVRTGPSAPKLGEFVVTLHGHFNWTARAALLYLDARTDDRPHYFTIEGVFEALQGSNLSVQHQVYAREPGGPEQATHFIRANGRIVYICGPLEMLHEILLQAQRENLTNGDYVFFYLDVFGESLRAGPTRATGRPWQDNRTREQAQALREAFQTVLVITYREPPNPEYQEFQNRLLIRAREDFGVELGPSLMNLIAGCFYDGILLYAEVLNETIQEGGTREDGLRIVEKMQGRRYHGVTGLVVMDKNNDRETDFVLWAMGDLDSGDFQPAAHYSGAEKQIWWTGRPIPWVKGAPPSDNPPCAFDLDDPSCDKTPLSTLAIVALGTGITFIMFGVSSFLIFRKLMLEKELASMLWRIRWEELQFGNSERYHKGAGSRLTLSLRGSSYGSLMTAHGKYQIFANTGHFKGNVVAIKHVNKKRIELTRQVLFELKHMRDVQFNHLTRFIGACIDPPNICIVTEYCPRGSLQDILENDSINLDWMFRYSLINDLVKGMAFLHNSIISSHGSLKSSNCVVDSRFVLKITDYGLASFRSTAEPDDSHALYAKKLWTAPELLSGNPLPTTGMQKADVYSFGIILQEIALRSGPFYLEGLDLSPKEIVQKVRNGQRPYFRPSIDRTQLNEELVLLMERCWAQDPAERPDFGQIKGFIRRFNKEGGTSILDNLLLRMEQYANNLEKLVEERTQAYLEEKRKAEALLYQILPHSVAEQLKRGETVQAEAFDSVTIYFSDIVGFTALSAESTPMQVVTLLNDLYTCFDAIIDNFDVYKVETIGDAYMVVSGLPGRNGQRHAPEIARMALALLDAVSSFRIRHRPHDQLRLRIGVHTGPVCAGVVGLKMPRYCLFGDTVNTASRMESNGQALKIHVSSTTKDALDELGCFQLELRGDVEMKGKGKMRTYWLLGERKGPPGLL
The depositor's hits bear a star; nt = no result given. This is a subset; count on the stated rates, not on these rows.

SMILES	PRMT1 inh	NPR1 activator	HTRA1 inhibitor	MBD2 inh	SIAE inh	UHRF1 binding	ABHD4 inh	TCR-CD3 inh	rCAG RNA binder	NPR2 activator
Cc1nnc(SCC(=O)NCc2ccccc2)n1-c1ccccc1	1	0	-4	5	7	-1	-2	7	-2	4
C/C(=N\NC(=O)c1ccc(CSc2nc(C)cc(C)n2)cc1)c1ccco1	1	1	-4	-1	7	-2	-5	-1	-1	0
CCN1C(=O)[C@H]2[C@@H](c3ccccc3)N[C@]3(CCCN(Cc4ccc(C)cc4)C3=O)[C@H]2C1=O	-1	4	0	2	-2	-2	2	-1	1	-2
Cc1ccc(C(=O)N2CCN(C(=O)c3ccc(C)cc3)C2)cc1	0	-4	4	-6	2	2	1	5	-4	5
Cc1ccc(OCC(=O)NNC(=O)Nc2ccc(Cl)cc2)c(Br)c1	3	0	-2	4	-13	2	-1	-5	3	-3
COc1ccccc1CN(CC(=O)NCc1ccc2c(c1)OCO2)C(=O)c1csnn1	-4	-2	2	5	-1	-4	0	2	0	-1
CC1(C(=O)NS(=O)(=O)Cc2ccccc2C(F)(F)F)CCN1C(=O)c1cccc(F)c1 (stereo unspecified)	6	4	nt	4	-6	1	-4	-7	3	-2
CCOc1ccc(NC(=NCc2ccc3c(c2)OCO3)SC2CC(=O)N(c3ccc(OCC)cc3)C2=O)cc1 (stereo unspecified)	-1	-2	7	2	-8	4	-5	3	4	6
Cc1ccc(S(=O)(=O)N2CCC(=O)N([C@H](COCc3cccc(C)c3)C(C)C)CC2)cc1	4	0	nt	7	3	0	12	-10	0	2
O=C(Cn1ncc2ccccc21)N1CCc2ccccc21	4	3	-10	5	-3	1	-3	-6	0	-10
Cc1ccc(/C=C/C(=O)N2CCCC(C(N)=O)C2)o1 (stereo unspecified)	4	1	2	5	1	1	-1	-7	2	4
CCOC(=O)N1CCN(CCC(=O)Nc2ccc(F)c(F)c2)CC1	-1	-6	8	2	0	4	-5	-1	2	0
CN(C)C(CNC(=O)CSc1nc2ccccc2c(=O)n1Cc1ccco1)c1ccccc1 (stereo unspecified)	0	-13	0	-1	-4	1	1	-1	-4	-10
Cc1cc(C(=O)N2CCCC(C(=O)c3cc(F)ccc3F)C2)c(C)o1 (stereo unspecified)	5	2	6	10	3	1	3	-2	-2	-1
CC(=O)Nc1nnc(-c2c(-c3c(Cl)cccc3Cl)noc2C)o1	1	4	6	9	-7	-1	1	1	-1	-10
CC(C)(C)c1ccc(C(=O)NNC(=S)NCC2CCCO2)cc1 (stereo unspecified)	0	-2	3	0	-6	1	1	6	-3	2
COc1ccc(OCc2nn3c(-c4ccccn4)nnc3s2)cc1	0	-3	5	22*	-6	0	3	-4	-3	-12
C=CCn1c(SCC(=O)NC2CCS(=O)(=O)C2)nnc1-c1ccc(Cl)cc1 (stereo unspecified)	4	2	2	3	-5	0	2	-8	-2	0
Cc1nc(N2CCOCC2)nc2c1CCC2	1	-1	0	5	-5	4	9	-8	0	0
CC(C)(O)CC[C@H](OC(=O)c1ccccc1)[C@](C)(O)[C@H]1CC[C@@]2(O)C3=CC(=O)[C@@H]4C[C@@H](O)[C@H](O)C[C@]4(C)C3CC[C@]12C (stereo partly specified)	1	2	3	0	3	0	7	-1	-9	1
O=C(CN1CCCN(S(=O)(=O)c2ccc(F)cc2)CC1)Nc1ccccc1Br	0	0	-22	0	0	-1	-6	8	-7	-1
CS(=O)(=O)N1CCN(c2cccc(Cl)n2)CC1	-1	0	0	1	-5	1	-1	-2	-1	0
COc1cccc(CN(C)C(=O)c2cc(COc3ccc(-n4cncn4)cc3)on2)c1	2	-2	-7	-3	-4	5	-8	-4	-1	-3
COc1cc(NC(=O)C2CC(c3cccc(Br)c3)=NO2)cc(OC)c1OC (stereo unspecified)	-1	-6	-3	0	7	-2	-7	8	-6	-6
CC(=O)Nc1ccc(S(=O)(=O)N2CCC(C(=O)NCc3ccco3)CC2)cc1	1	5	-1	1	2	-2	2	10	0	-2

Continued; the last 5 above are carried over.
SMILES	PRMT1 inh	NPR1 activator	HTRA1 inhibitor	MBD2 inh	SIAE inh	UHRF1 binding	ABHD4 inh	TCR-CD3 inh	rCAG RNA binder	NPR2 activator
O=C(CN1CCCN(S(=O)(=O)c2ccc(F)cc2)CC1)Nc1ccccc1Br	0	0	-22	0	0	-1	-6	8	-7	-1
CS(=O)(=O)N1CCN(c2cccc(Cl)n2)CC1	-1	0	0	1	-5	1	-1	-2	-1	0
COc1cccc(CN(C)C(=O)c2cc(COc3ccc(-n4cncn4)cc3)on2)c1	2	-2	-7	-3	-4	5	-8	-4	-1	-3
COc1cc(NC(=O)C2CC(c3cccc(Br)c3)=NO2)cc(OC)c1OC (stereo unspecified)	-1	-6	-3	0	7	-2	-7	8	-6	-6
CC(=O)Nc1ccc(S(=O)(=O)N2CCC(C(=O)NCc3ccco3)CC2)cc1	1	5	-1	1	2	-2	2	10	0	-2
CN1CCCN(C(=O)/C=C/c2ccc(Cl)cc2Cl)CC1	-3	-3	-3	-5	4	-5	6	3	-7	-6
CCc1ccccc1NC(=S)N1CCN(c2ccccn2)CC1	-6	1	5	0	-7	-1	-4	7	0	4
Cc1ccc(C)c(NC(=O)c2cc[n+](C)cc2)c1	2	3	5	0	2	-1	3	-4	-1	-2
Cn1cnc2nc(Cl)nc(Cl)c21	3	-4	2	-2	-6	3	11	-4	2	3
Cc1ccccc1OCC(=O)N(CC(C)C)c1c(N)n(CC(C)C)c(=O)[nH]c1=O	-1	2	4	3	4	7	0	1	2	3
C/C=C/Cn1cccc(C(=O)Nc2ccc(OC)cc2)c1=O	2	2	-1	1	-1	4	-10	0	-1	0
COc1ccccc1N1CCN(C(=O)c2ccc(NC(C)=O)cc2)CC1	1	1	10	1	-4	-2	4	5	-5	-2
CC(Sc1nnc(COc2ccccc2)n1-c1ccccc1)C(=O)O (stereo unspecified)	1	1	11	-1	-3	0	2	7	-2	4
Cc1cc2n(n1)C(c1ccccc1Cl)Nc1ccccc1-2 (stereo unspecified)	-3	7	-4	-3	-2	0	1	0	-3	8
O=C(OCc1cc(Cl)ccc1OC(F)F)c1cc(S(=O)(=O)O)ccc1O	-1	-3	nt	3	7	1	-4	3	24	2
COc1ccccc1CNC(=O)c1ccc(OC(C)C)cc1	0	-2	-5	8	-11	2	-10	-5	-3	6
Cc1ccc(S(=O)(=O)N2C[C@H]3[C@H]4C(=O)N(c5ccccc5)C(=O)[C@H]4C[C@H](OC(=O)NCc4ccco4)[C@@]3(O)C2)cc1	1	0	2	4	-2	-2	4	1	6	-7
O=C(NC1CC(=O)N(c2cccc(F)c2)C1)C(=O)c1c[nH]c2ccccc12 (stereo unspecified)	3	3	-6	1	0	1	-2	0	0	-1
CCn1c(SCc2nc(-c3ccccc3)no2)nnc1-c1ccco1	0	2	1	3	5	-2	6	7	-3	0
O=C(O)c1ccc(N2C(=O)Nc3ccccc3N2O)cc1	-2	0	3	1	-5	0	-4	-10	-3	0
CC1(C)CN(Cc2ccccc2)C(=O)[C@H]1CC(=O)Nc1ccccc1	-1	0	-5	6	2	4	-4	1	-1	6
Nc1ccc(CN2CCCCCC2)cc1	-1	0	1	-6	6	0	-4	-7	-2	3
CCCN1CNC(=S)N(c2cc(C)ccc2C)C1	-2	0	0	4	-3	-2	2	3	-4	1
O=C(CCC1CCCN(C(=O)c2ccc3c(c2)OCCO3)C1)NCc1ccccc1F (stereo unspecified)	0	-3	8	-5	2	-2	0	2	-4	4
COc1ccccc1NC(CC(=O)c1ccccc1)C(=O)OCC(=O)c1ccc(C)c(C)c1 (stereo unspecified)	50*	-1	-7	3	-2	6	-8	-7	7	0
O=C(Nc1nc2ccc(Cl)cc2s1)[C@@H]1CCCN1C(=O)c1cccs1	4	3	-21	0	-6	1	-17	-11	10	-7
CN1CCN(c2cc3c(c4c2[nH]c2ccccc24)C(=O)CC(C)(C)C3)CC1	6	-4	11	-1	2	-3	17	3	3	-12
CC(=O)Nc1cc(-n2cnnn2)ccc1C	-3	3	5	-2	3	-2	2	2	2	-3
Nc1nc(SCc2ccc(F)cc2)ns1	3	2	-3	-4	0	2	-1	-3	-1	0
Cc1ccc(N2CCN(Cc3ccccc3)CC2=O)c(C)c1	4	1	1	1	-10	2	8	-7	-10	1
COc1ccc(-c2nc3c(c4nnc(SC(C)C(=O)Nc5ccc(C)cc5)n24)COC(C)(C)C3)cc1 (stereo unspecified)	-3	-6	0	1	-11	-2	2	0	1	-5
CC(C)CC(=O)Nc1ccnn1C1CCN(C(=O)c2ccc(Cl)cc2F)CC1	4	3	3	0	-3	2	3	3	-1	0
CC(C)Cn1c(SCc2nnc(-c3cccs3)o2)nc(O)cc1=O	6	-3	-30	-2	-23	0	3	4	20	4
Cc1ccc(NC(=O)COC(=O)C2CC(=O)N(Cc3ccccc3)C2)cc1S(=O)(=O)N(C)C (stereo unspecified)	5	0	9	-3	-3	2	12	-18	5	8
COCC(=O)NC(C)c1nc2ccccc2[nH]1 (stereo unspecified)	0	1	0	3	1	1	1	1	1	2

Just ABHD4 inh, HTRA1 inhibitor and NPR2 activator, for two of the compounds above:
compound	ABHD4 inh	HTRA1 inhibitor	NPR2 activator
CCOC(=O)N1CCN(CCC(=O)Nc2ccc(F)c(F)c2)CC1	-5	8	0
CN(C)C(CNC(=O)CSc1nc2ccccc2c(=O)n1Cc1ccco1)c1ccccc1 (stereo unspecified)	1	0	-10

Source: PubChem (several laboratories)
